Screening results deposited in PubChem BioAssay by National Center for Advancing Translational Sciences (NCATS).
DRD3 agonist: D3 dopamine receptor (human) agonism. 410,000 compounds, 0.58% hits. max activation, %. P35462. AID 652048. D3R DiscoveRx beta-arrestin cells, luminescence, 90 min; in the data active means max activation above about 30%; further: 0% is about no effect; mostly tested at two doses, the higher about 12 µM
Target sequence (P35462 whole entry, looked up): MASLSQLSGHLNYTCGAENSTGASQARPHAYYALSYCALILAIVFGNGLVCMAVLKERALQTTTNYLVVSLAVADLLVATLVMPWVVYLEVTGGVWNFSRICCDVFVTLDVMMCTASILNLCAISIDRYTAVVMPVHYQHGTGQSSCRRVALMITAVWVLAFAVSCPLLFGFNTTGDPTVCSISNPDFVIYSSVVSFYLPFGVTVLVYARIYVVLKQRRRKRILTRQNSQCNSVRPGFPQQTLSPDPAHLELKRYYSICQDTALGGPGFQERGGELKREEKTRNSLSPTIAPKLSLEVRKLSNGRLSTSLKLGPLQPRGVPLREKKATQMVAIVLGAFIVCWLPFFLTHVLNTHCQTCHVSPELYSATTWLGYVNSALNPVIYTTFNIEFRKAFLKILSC
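Cells at 1500/well, incubated overnight, then treated with pinned compounds (dopamine as control) for 90 min at 37 degrees C. DiscoveRx reagent added for 30 - 60 minutes at room temperature; luminescence read.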
IL1B secr inh: blocks inflammasome-driven IL-1 beta release. THP-1 LPS/ATP IL-1B secretion, AlphaLISA, 16 h; hits give low values. activity change, % at 57.5 µM. 360,000 compounds, 4.7% hits. AID 743279; in the data active means activity change below about -50%; inconclusive means mostly about -30% to -49%; further: on the % scale 0 is the no-effect control and ±100 the full control effect
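THP-1 cells pretreated 1 hr with compounds (up to 57.5 uM final), then stimulated with LPS (250 ng/mL final) plus ATP (1.25 mM final); secreted IL-1B measured by AlphaLISA after 16 hr, decreased signal indicating inhibition.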
HT1080-NT tox: kills 2HG-producing HT-1080-NT fibrosarcoma cells; Potency, µM (series often up to 46.1 µM), for inactives: at the highest dose activity, negative = less viability, usual class: cytotoxic; 360,000 compounds, 1.6% hits; HT-1080-NT fibrosarcoma viability, CellTiter-Glo ATP luminescence, 48 h;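 further: NT is the 2HG producing partner of a matched IDH1 knockdown line; potency means the concentration at half of the fitted maximal effect; 0% = DMSO-treated cells and -100% = media-only wells without cells; nearly all actives have a fitted effect of over 55% in size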
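Compounds were tested in concentration-response format on HT-1080-NT cells for 48 hours at 37 degrees C. Cell viability came from CellTiter-Glo luminescence; curves were classified by r2, response magnitude and activity.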
KB-3-1 tox: kills parental KB-3-1 adenocarcinoma cells; KB-3-1 viability, CellTiter-Glo ATP luminescence, 72 h; Potency, µM (highest dose often 46.1 µM), without a hit: at the top dose activity change, negative = cytotoxic, most hits filed as cytotoxic; 400,000 compounds, 1.4% hits; AID 1347075; further: potency means the concentration at half of the fitted maximal effect; on the % scale 0 is the no-effect control and ±100 the full control effect; nearly all actives have a fitted effect of over 60% in size
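Cytotoxicity measured as CellTiter-Glo luminescence after 72 h at 37 C. Compound titrations were pinned onto drug-naive KB-3-1 parental adenocarcinoma cells grown in DMEM with 10% FBS, and normalized data fitted to concentration-response curves.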
MCF10A rerep: inducers of DNA re-replication in MCF 10A breast cells | MCF 10A DNA re-replication, Hoechst nuclear intensity, 48 h | Potency, µM (highest dose often 46.1 µM), without a hit: at the highest dose activity, positive = re-replication, actives largely listed as activators | 350,000 compounds, 2.9% hits | AID 624296; further: potency means the concentration at half of the fitted maximal effect; % of control where 0% means no effect; nearly all actives have a fitted effect of over 50% in size
SW480 rereplic: induces DNA re-replication in SW480 colon adenocarcinoma cells. Potency, µM (top dose mostly 46.1 µM), inactives show top-dose re-replication activation, most hits filed as activators. SW480 DNA re-replication, Hoechst DNA content imaging, 48 h. 340,000 compounds, 1.8% hits; further: potency means the concentration at half of the fitted maximal effect; % of control where 0% means no effect; nearly all actives have a fitted effect of over 55% in size
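DNA re-replication was detected as more nuclei of elevated Hoechst intensity after 48 hr exposure to compound (23 nL pinned per well of 250 cells).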
HEK293 tox: cytotoxicity in counter-screen for GLP-1R inverse agonists; HEK293 cAMP-luciferase reporter cells, luminescence, 24 h; Potency, µM (titrated, usually from 38.3 µM), for inactives: at the highest dose activity change, negative = inhibition, most hits filed as inhibitors; 410,000 compounds, 0.13% hits; AID 624418;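 further: loss of luciferase light is scored as toxicity; potency means the concentration at half of the fitted maximal effect; on the % scale 0 is the no-effect control and ±100 the full control effect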
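1536-well qHTS counterscreen of the MLSMR; 200 cells/uL, 12 h pre-incubation, 23 nL cpd, 24 h at 37 deg C 5% CO2, luciferase detection reagent, 12 min RT, luminescence. Inhibition = undesired.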
HT1080 IDH1KD tx: kills HT-1080 cells with IDH1 knockdown; Potency, µM (doses to about 46.1 µM), for inactives: top-dose activity, negative = toxicity, usual class: cytotoxic; 360,000 compounds, 2% hits; AID 686971; HT-1080 IDH1 knockdown viability, ATP luminescence, 48 h;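 further: potency means the concentration at half of the fitted maximal effect; 0% = DMSO wells and -100% = cell-free medium wells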
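Assay cells: HT-1080 with IDH1 knockdown, 750 per well, RPMI/5% FBS. Exposure: 48 h at 37 °C following 2 h pre-incubation. Read: CellTiter-Glo luminescence; fitted concentration-response, curve class assigned.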
KB-V1 cytotox: KB-V1 MDR subline cytotoxicity. KB-V1 MDR cells viability, CellTiter-Glo, 72 h. Potency, µM (highest dose often 46.1 µM), for inactives: at the highest dose activity change, negative = cytotoxicity, most hits filed as cytotoxic. 400,000 compounds, 3.4% hits; further: potency means the concentration at half of the fitted maximal effect; on the % scale 0 is the no-effect control and ±100 the full control effect; nearly all actives have a fitted effect of over 60% in size
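Cells of the MDR subline KB-V1 are plated, dosed with compound at multiple concentrations, and incubated 72 h at 37 degrees C; CellTiter-Glo is then added and luminescence read after 10 min.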
Starred values were filed as active, the others as inactive; ? = inconclusive; . = not tested or not shown; & = joins results of further samples; [ ] = remark or other dose. Unless noted, the call rests on the fitted dose curve; in most records, active means well fitted curve in the direction sought with a large enough effect; inconclusive means small, poorly fitted or top-dose-only effect, or another doubt; inactive means no such curve, though single readings can be large; an effect the other way counts as inactive or inconclusive.

Sample of the layout:
nr | Structure | DRD3 agonist | IL1B secr inh | HT1080-NT tox | KB-3-1 tox | MCF10A rerep
1 | Cc1ccc2cc(C(c3nnnn3C3CCCC3)N(Cc3ccco3)Cc3cccs3)c(=O)[nH]c2c1 (configuration not stated) | 1 | 0 | 4% | 0% | 12%
2 | CCC(Sc1nncn1C)C(=O)Nc1nnc(-c2ccc(Cl)cc2)s1 (configuration not stated) | -7 | -11 | 7% | 1% | -6%
3 | O=S1(=O)CSCS(=O)(=O)C1 | -10 | -18 | 10% | -3% | -3%
4 | N#Cc1ccc(OCC(=O)N2CCN(S(=O)(=O)c3cccc(Cl)c3)CC2)cc1 | 6 | -11 | 0% | . | -7%

nr | SW480 rereplic | HEK293 tox | HT1080 IDH1KD tx | KB-V1 cytotox
1 | 4% | -3% | 0% | 0%
2 | -8% | -4% | 8% | -4%
3 | -2% | -4% | 14% | -10%
4 | -1% | -23% | 0% | .

This part in full, previewed entries included:
nr | Structure | DRD3 agonist | IL1B secr inh | HT1080-NT tox | KB-3-1 tox | MCF10A rerep
1 | Cc1ccc2cc(C(c3nnnn3C3CCCC3)N(Cc3ccco3)Cc3cccs3)c(=O)[nH]c2c1 (configuration not stated) | 1 | 0 | 4% | 0% | 12%
2 | CCC(Sc1nncn1C)C(=O)Nc1nnc(-c2ccc(Cl)cc2)s1 (configuration not stated) | -7 | -11 | 7% | 1% | -6%
3 | O=S1(=O)CSCS(=O)(=O)C1 | -10 | -18 | 10% | -3% | -3%
4 | N#Cc1ccc(OCC(=O)N2CCN(S(=O)(=O)c3cccc(Cl)c3)CC2)cc1 | 6 | -11 | 0% | . | -7%
5 | COc1ccc(Nc2nc(-c3cccnc3)cs2)c(OC)c1 | -1 | ? | -12% | -8% | -2%
6 | CC(=O)/C(N=Nc1cc2c(cc1[N+](=O)[O-])OCCO2)=C(\C)O | -8 | 29 | -12% | -2% | 9%
7 | CC1CCN(C(=O)C(=O)c2cn(CC(=O)N3CCCCCC3)c3ccccc23)CC1 | -2 | 2 | -3% | 6% | 0%
8 | CC(C)Cn1cc(-c2cccc3nccn23)cn1 | 7 | 6 | 6% | 0% | .
9 | CCOc1ccc(C(=O)C2CCN(C(=O)c3ccccc3C(=O)O)CC2)cc1 | -6 | 24 | 11% | 2% | -18%
10 | COc1ccccc1CNC(=O)C1CCC(CNS(=O)(=O)c2ccc3c(c2)CCCC(=O)N3)CC1 (configuration not stated) | 9 | . | . | -1% | .
11 | Cc1ccc(NC(=S)N2CCN(C(=O)C3CCCO3)CC2)c(C)c1 (configuration not stated) | -10 | 28 | 2% | 1% | 6%
12 | O=C(Cc1ccc(Cl)cc1Cl)NCC1(N2CCOCC2)CCCCC1 | 2 | -3 | -4% | -1% | -11%

nr | SW480 rereplic | HEK293 tox | HT1080 IDH1KD tx | KB-V1 cytotox
1 | 4% | -3% | 0% | 0%
2 | -8% | -4% | 8% | -4%
3 | -2% | -4% | 14% | -10%
4 | -1% | -23% | 0% | .
5 | 0% | 1% | -19% | ?
6 | 7% | -8%[7.66 µM] | -15% | 0%
7 | 11% | -10% | -6% | -8%
8 | . | 5% | 8% | 0%
9 | -1% | 1% | -7% | 14%
10 | . | -1% | . | ?
11 | -6% | -4% | 3% | 9%
12 | -4% | 1% | -8% | -1%

The results go on.
nr | Structure | DRD3 agonist | IL1B secr inh | HT1080-NT tox | KB-3-1 tox | MCF10A rerep
13 | CCCCN1C(=O)C(=O)NC[C@@H]1Cc1ccc(O)cc1 | -8 | 18 | 22% | 24% | .
14 | COc1cc(NC(=O)C2CCN(c3cnccn3)CC2)cc(OC)c1 | 3&3 | -9 | 15% | 1%&-2% | -4%
15 | CCOc1ccc(C(=O)Nc2cc(OC)ccc2OC)cc1 | -14 | -9 | -10% | 20% | 1%
16 | CC(C)CC(=O)NC(C)C(c1cccs1)N1CCOCC1 (configuration not stated) | -15 | 4 | 9% | -2% | -5%
17 | O=C(CN1c2cccc3cccc(c23)S1(=O)=O)Nc1ccccc1 | -1 | 17 | -21% | 5% | ?
18 | O=C(Nc1ccc(Cl)cc1)c1ccc(S(=O)(=O)N2CCOCC2)cc1 | 1 | 7 | 3% | -5% | 10%
19 | CC(=O)Nc1cccc(NC(=O)Cn2cnc3c(oc4ccccc43)c2=O)c1 | 7 | . | . | 4% | .
20 | c1ccc2c(N3CCOCC3)c3c(nc2c1)CCC3 | -1 | 42 | 0% | 18% | 6%
21 | COc1cccc(OCc2cc(C(=O)N(C)C3CCOCC3)no2)c1 | 2 | 5 | -13% | . | 6%
22 | Cc1noc(C)c1C(=O)N1CCC(C(=O)c2ccc(F)cc2F)CC1 | 2 | 23 | -11% | -2% | -2%
23 | COc1ccc(-n2sc3c(c2=S)-c2cc(OC)ccc2NC3(C)C)cc1 | 4 | -21 | ? | -12% | 18%
24 | OC1CCC(Nc2ccn3nc(-c4cccc(Cl)c4)cc3n2)CC1 (configuration not stated) | 5 | 14 | 0% | 0% | .

nr | SW480 rereplic | HEK293 tox | HT1080 IDH1KD tx | KB-V1 cytotox
13 | . | 3% | 21% | -1%
14 | -3% | 13%&-5% | 19% | 5%&-10%
15 | -6% | 9% | -5% | ?
16 | -10% | 5% | 12% | 23%
17 | 7% | -2% | 3% | ?
18 | -12% | 3% | -7% | -20%
19 | . | -7% | . | 0%
20 | -27% | 7% | -5% | 2%
21 | -1% | -12% | 5% | .
22 | -10% | 5% | 3% | -6%
23 | 19% | -13% | ? | -6%
24 | . | -5% | -15% | 4%

Further entries follow:
nr | Structure | DRD3 agonist | IL1B secr inh | HT1080-NT tox | KB-3-1 tox | MCF10A rerep
25 | Cc1c(OCC(=O)N2CCC(C(=O)O)CC2)ccc2c3c(c(=O)oc12)CCC3 | 0 | -1 | 3% | -8% | -11%
26 | COc1ccc(S(=O)(=O)NNC(=O)c2cccs2)cc1 | 4 | 15 | 5% | -3% | -2%
27 | Cc1nc2ccccn2c1/C(O)=C1\C(=O)C(=O)N(CCN2CCOCC2)C1c1cccs1 (configuration not stated) | 9 | -7 | 11% | 0% | 10%
28 | COc1ccccc1C(=O)Nc1sc2c(c1C#N)CCC2 | -10 | 24 | -2% | 11% | -15%
29 | CCc1nn(CC(=O)NCCCN(CC)Cc2ccccc2)c(=O)c2cc3sccc3n12 | -27 | -4 | 12% | -1% | -15%
30 | CC1CCC(NC(=O)CN2CCCN(Cc3ccc(F)cc3Cl)C2=O)CC1 (configuration not stated) | -22 | -5 | -11% | -4% | 6%
31 | O=C1CC(c2cc(-c3ccccc3)no2)C1 | 2 | 11 | 23% | ? | 1%
32 | CCN(CC(=O)Nc1ccc(NC(C)=O)cc1)CC(=O)Nc1cccc(Cl)c1 | -12 | 29 | -2% | 4% | 14%
33 | CC(=O)Nc1ccccc1C(=O)C(=O)Nc1cccc(C(=O)NC2CC2)c1 | 1 | 3 | 1% | 0% | -6%
34 | CN(C)S(=O)(=O)c1ccc(Cl)c(NC(=O)CSc2nc3ccccc3c(=O)n2CCCN2CCOCC2)c1 | 0 | -5 | 1% | -3% | ?
35 | NCCCC[C@@H](C(=O)N1CCNCC1)n1cc(CN)nn1 | 11 | 6 | 22% | 11% | -16%
36 | O=C(NC(Cc1c[nH]c2ccccc12)C(=O)N/N=C/c1cccnc1)c1cccs1 (configuration not stated) | 0 | 6 | -16% | ? | 24%[9.22 µM]

nr | SW480 rereplic | HEK293 tox | HT1080 IDH1KD tx | KB-V1 cytotox
25 | -7% | 13% | -2% | 0%
26 | -13% | -19% | 11% | 26%
27 | -2% | 1% | 1% | 22%
28 | -3% | -2% | -1% | -13%
29 | 13% | -11% | 1% | -2%
30 | 3% | 0% | -27% | ?
31 | -1% | -2% | 11% | -6%
32 | 5% | -23% | -3% | 1%
33 | -2% | -1% | -2% | 2%
34 | 3% | -11% | 3% | ?
35 | -9% | -1% | 8% | -20%
36 | 5% | -1% | ? | 2%

Going on with the list:
nr | Structure | DRD3 agonist | IL1B secr inh | HT1080-NT tox | KB-3-1 tox | MCF10A rerep
37 | N#Cc1c(-c2ccccc2)cc(-c2ccccc2)nc1SCC(O)CS(=O)(=O)Cc1ccc(Cl)cc1 (configuration not stated) | -8 | . | . | -23% | .
38 | CCOC(=O)C1=C(C(F)(F)F)Nc2ncnn2C1c1ccc(OC)c(OC)c1OC (configuration not stated) | -1 | -12 | 15% | 15% | ?
39 | CCOC(=O)c1c(C)oc2c(F)c(F)c(F)c(F)c2c1=O | 0 | -121* | ? | ? | 6.5µM*
40 | COCCn1c(SCC(=O)c2ccc(CNC(C)=O)o2)nc2ccccc2c1=O | 1 | 21 | 3% | -17% | 4%
41 | Cc1cccc(C)c1-n1c(C)nn(Cc2ccc([N+](=O)[O-])cc2)c1=O | -3 | 5 | 9% | 0% | -1%
42 | CCOc1ncccc1C(=O)Nc1cc(S(=O)(=O)N(CC)CC)ccc1N1CCOCC1 | -4 | 10 | 5% | ? | -6%
43 | CC(=O)Nc1ccc(C=CC=Cc2cccc([N+](=O)[O-])c2)cc1 | -14 | -97* | -2% | 3% | ?
44 | COc1ccc(OC)c(N(CCN2C(=O)c3ccccc3C2=O)C(=O)C2CCC(=O)C2C)c1 (configuration not stated) | 4 | 4 | 5% | 5% | .
45 | O=C(COC(=O)CNC(=O)c1ccc(Br)o1)Nc1ccc2c(c1)OCCO2 | -5 | 13 | 23% | 7% | 1%

nr | SW480 rereplic | HEK293 tox | HT1080 IDH1KD tx | KB-V1 cytotox
37 | . | 1% | . | -10%
38 | 0% | -7% | 13% | 10%
39 | ? | ? | ? | ?
40 | -19% | 2% | 5% | 9%
41 | -2% | 0% | 1% | ?
42 | 4% | 2% | 0% | ?
43 | ? | ? | -30% | 21µM*
44 | . | -29% | -1% | -2%
45 | -4% | 8% | 17% | 0%
